Screening results from PubChem.
Casp6 inh = blocks human caspase-6 cleavage activity; purified caspase-6, Z-VEID-R110 cleavage fluorescence; AID 686996; hit rate 0.53% among 350,000; inhibition, % at 12.5 µM; P55212;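 active = mean inhibition across replicates at least about 35%, with every replicate also reaching that limit, limit read from the data; inconclusive = only one of the two criteria met; inactive = neither criterion met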;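 note: 0% = median of neutral control wells and 100% = no fluorescence left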
Target sequence (P55212 24-179 limits assumed): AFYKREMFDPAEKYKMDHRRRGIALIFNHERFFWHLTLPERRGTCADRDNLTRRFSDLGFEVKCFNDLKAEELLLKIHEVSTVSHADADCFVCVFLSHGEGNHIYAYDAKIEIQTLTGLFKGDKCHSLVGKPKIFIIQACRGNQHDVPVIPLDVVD
Target sequence (P55212 194-293 limits assumed): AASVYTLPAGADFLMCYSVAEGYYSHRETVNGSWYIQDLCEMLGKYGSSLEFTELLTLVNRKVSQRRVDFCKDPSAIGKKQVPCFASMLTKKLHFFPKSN
DENV2 CPE rescue = inhibitors of DENV2 cytopathic effect; DENV2-infected cells, cytopathic effect rescue, plate reader; CPE inhibition, % at 9.99 µM; hit rate 1.7% among 350,000; AID 651640; in the data active = CPE inhibition above about 20%, passing the limit was not always enough; inconclusive = no clear call, values can overlap the other calls; tested in BHK-21 cells;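 note: 0% = median of neutral control wells and 100% = median of positive control wells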
SIRT5 block = blocks human SIRT5 desuccinylation of peptide; hit rate 1.1% among 330,000; Purified SirT5, succinyl-peptide AMC, trypsin-coupled fluorescence; Q9NXA8; AID 652115; inhibition, % at 15 µM; in the data active = inhibition above about 15%; inconclusive = no clear call, values can overlap the other calls
Target sequence (Q9NXA8 whole entry, looked up): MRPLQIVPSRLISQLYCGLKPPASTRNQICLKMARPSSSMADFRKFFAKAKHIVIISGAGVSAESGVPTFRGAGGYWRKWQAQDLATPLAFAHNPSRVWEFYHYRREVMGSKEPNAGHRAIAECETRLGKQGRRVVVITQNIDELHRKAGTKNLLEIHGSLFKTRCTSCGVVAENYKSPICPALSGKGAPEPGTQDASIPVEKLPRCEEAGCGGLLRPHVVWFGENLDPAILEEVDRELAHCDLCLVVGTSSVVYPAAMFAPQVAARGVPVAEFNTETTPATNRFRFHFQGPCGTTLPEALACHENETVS
LGR2 inh = Drosophila LGR2 receptor signaling inhibition; HEK293 LGR2, CRE-luciferase, bursicon-stimulated, 4 h; inhibition, % at 9.99 µM; hit rate 0.35% among 380,000;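 active = drop in luminescence signal, shown as inhibition above about 50% in the replicate tests, limit read from the data, passing the limit was not always enough; inconclusive = probably only some replicates passing the limit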;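 note: agonist challenge used bursicon conditioned medium at about half maximal strength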
PAX8 inh HTS = lowers PAX8-driven luciferase in RMG-I cells; RMG-I TPO-luciferase reporter, SteadyGlo, 24 h; inhibition, % at 12.6 µM; hit rate 1.2% among 360,000; AID 652154;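 active = mean replicate inhibition at least 60% with every replicate also reaching 60%; inconclusive = only one of the two criteria is met; inactive = mean below 60% and not all replicates reaching 60%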;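 note: luciferase light reporting Pax8 driven TPO promoter activity; plate controls were median of neutral control wells for no effect and mitoxantrone controls for full effect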
ARNT TACC3 PPI = ARNT/TACC3 interaction disruption. Q9Y6A5. AlphaScreen His-ARNT PAS-B/GST-TACC3 binding, luminescence; TACC3 fragment carries E629A point mutation. inhibition, % at 9.99 µM. hit rate 0.66% among 390,000. AID 623870;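 active = mean inhibition of replicates at least 50% and at least half of replicates each reaching 50%; inconclusive = half or more replicates reach 50% but mean below 50%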;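 note: 0% = complete ARNT plus TACC3 wells and 100% = ARNT alone without TACC3; many hits fall short of the cut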
EWS-Fli inh = EWS/Fli transcriptional activity inhibition; inhibition, % at 12.6 µM; hit rate 0.67% among 350,000; A673 NR0B1-luciferase reporter, viability-normalised;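 active = mean inhibition of at least 50% after viability correction, with every replicate also passing that limit; inconclusive = mean reaches 50% but only one of two replicates passes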;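 note: firefly luciferase signal divided by Alamar Blue viability fluorescence both relative to DMSO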
An asterisk follows results filed as active; ? = inconclusive; / = no result given.

| SMILES | DENV2 CPE rescue | ARNT TACC3 PPI | PAX8 inh HTS | SIRT5 block | LGR2 inh | Casp6 inh | EWS-Fli inh |
| --- | --- | --- | --- | --- | --- | --- | --- |
| C[C@@H]1CN([C@@H](C)CO)C(=O)c2cccc(NC(=O)c3nc4ccccc4s3)c2O[C@H]1CN(C)Cc1ccc(-c2ccccc2)cc1 | 0 | 5 | / | 1 | -7 | -1 | 5 |
| O=C(NCO)c1cccnc1 | 4 | 0 | / | 0 | 0 | 4 | -6 |
| O=C(NCCN1CCCC1)[C@H]1[C@H](CO)[C@H]2Cn3c(cccc3=O)[C@@H]1N2C(=O)c1ccccc1 | 5 | -6 | -16 | -4 | -13 | / | -8 |
| Cn1cc(Br)c(C(=O)N/N=C/c2cc3ccccc3nc2Cl)n1 | 0 | 7 | -78 | -1 | -14 | 4 | -49 |
| O=C(O)CC(CC(=O)Nc1ccc2ccccc2n1)c1ccccc1 (stereo not given) | -3 | -6 | -5 | 1 | 8 | -6 | 3 |
| COc1ccc([N+](=O)[O-])cc1NS(=O)(=O)c1ccc(Cl)c(C(=O)Nc2sc3c(c2C#N)CCCCC3)c1 | 5 | / | 4 | -1 | -6 | -2 | 1 |
| COc1ccc(N=C2S/C(=C\c3ccc(OCC(=O)O)cc3)C(=O)N2CCc2c[nH]c3ccccc23)cc1 | 5 | 18 | -2 | 50* | 8 | 83* | 20 |
| N/C(=N\C(=S)Nc1ccc2c(c1)OCO2)c1ccccc1 | -11 | / | -289 | -5 | -66 | 0 | -99 |
| O=C(N/N=C1\CC(c2ccccc2)Oc2ccccc21)c1ccccn1 (stereo not given) | / | 13 | -31 | -1 | -28 | -1 | -22 |
| CO[C@@H]1CN(C)C(=O)c2ccc(NC(=O)c3ccccc3)cc2OC[C@@H](C)N(C)C[C@H]1C | 17 | / | / | 0 | -4 | 3 | / |
| CCOc1cccc(C(=O)NC(=S)Nc2cccnc2)c1 | / | -1 | -21 | / | 4 | / | / |
| CCC(=O)NC[C@H]1[C@@H](c2ccc(-c3ccc(C#N)cc3)cc2)[C@@H](CO)N1CCC(F)(F)F | -3 | / | / | 0 | 8 | -1 | 7 |
| COC(=O)C1CC2=C(CC(C)(C)CC2=O)N(c2ccccc2)C1=O (stereo not given) | -4 | -1 | 3 | -1 | 7 | 3 | -2 |
| CC(=O)n1nc(-c2cccnc2)nc1NCc1cccs1 | 4 | 1 | -10 | / | -12 | 0 | 2 |
| CN(c1ccc(OCC(=O)Nc2nc(-c3ccccc3)cs2)cc1)S(=O)(=O)c1ccc(F)cc1 | / | 0 | -15 | / | 6 | / | / |
| C[C@H]1CN([C@@H](C)CO)C(=O)Cc2cc(NC(=O)Cc3ccccc3)ccc2O[C@@H]1CN(C)S(=O)(=O)c1cccs1 | -4 | 20 | -12 | 0 | 19 | -6 | 4 |
| CN1c2ccc(Br)cc2[C@@H]2[C@@H](CCN2C(=O)CN2CCOCC2)[C@@H]1CO | / | -3 | -24 | 0 | 19 | / | -17 |
| COc1ccc(S(=O)(=O)N(C)C[C@H]2Oc3ccc(NC(=O)CCN4CCOCC4)cc3CC(=O)N([C@H](C)CO)C[C@H]2C)cc1 | 7 | 2 | -15 | -6 | -2 | 1 | -2 |
| O=C(CSc1ccc(Br)cc1)NCC1CCCO1 (stereo not given) | -1 | -7 | -17 | 0 | -5 | -1 | -11 |
| Cc1ccc(-c2cnc3c(c2)C(=O)N([C@H](C)CO)C[C@@H](C)[C@@H](CN(C)C(=O)c2cccnc2)O3)cc1 | 8 | 7 | / | 2 | -3 | 1 | -4 |
| CCOC(=O)c1nn(-c2ccc(Cl)cc2)c2nnc(Cc3ccc(C)cc3)c(=O)n12 | / | -8 | 4 | / | 3 | / | / |
| CCOC(=O)c1cc(-c2ccccc2)sc1NC(=O)C(C)N1C(=O)c2ccccc2C1=O (stereo not given) | / | / | -10 | -3 | 9 | -2 | -6 |
| O=C(NCC(c1ccco1)N1CCOCC1)c1ccccc1 (stereo not given) | -2 | 1 | -15 | -2 | 2 | 1 | -7 |
| Cc1ccccc1-c1ccccc1[C@@H]1[C@H](C#N)N(C(=O)c2ccc(F)cc2)[C@H]1CO | -5 | / | -7 | 0 | 8 | -3 | 6 |
| CCOc1ccc(CCN2C(=O)C(=O)N([C@@H](CC(C)C)CN3CCC[C@@H]3CN3C(=O)C(=O)NC[C@@H]3CC(C)C)C[C@@H]2Cc2ccccc2)cc1 | 2 | / | 10 | -1 | 5 | 3 | -4 |
| CC(=O)c1cc(C#N)c(NCCCN(C)C)nc1C | 1 | -32 | 3 | 6 | 10 | 3 | 0 |
| Cc1noc(C)c1NC(=O)Nc1ccc2c(c1)C(=O)N([C@@H](C)CO)C[C@@H](C)[C@H](CN(C)Cc1ccccc1)OCCCC[C@H](C)O2 | 5 | 6 | 0 | -5 | 11 | 1 | -8 |
| CC(Sc1nnnn1C)C(=O)NC(=O)NC1CCCCC1 (stereo not given) | -7 | -9 | -7 | 0 | -1 | -1 | -1 |
| Cn1c(CC(=O)Nc2ccc(Cl)c(Cl)c2)nnc1SCC(=O)N1CCN(c2ccccc2)CC1 | 2 | 1 | / | -4 | 15 | -1 | 6 |
| CN1OC[C@@H]2CN(S(=O)(=O)c3cccc4ccccc34)[C@H](c3ccc(-c4cccnc4)cc3)C[C@@H]21 | 4 | / | 18 | -1 | ? | 1 | -8 |
| COc1ccc(-c2sc3ccc(OC)cc3c2C#Cc2ccccn2)cc1 | -19 | / | -38 | -1 | -11 | -3 | -27 |
| CN1C(=O)c2cc(NC(=O)Cc3cccs3)ccc2OC[C@H]2O[C@H](CC(=O)N[C@@H]3CCN(Cc4ccccc4)C3)CC[C@H]21 | 1 | -3 | 11 | -4 | -20 | -6 | 2 |
| CC1CCN(CCCN2C(=O)C3C(C(=O)Nc4cccc(Cl)c4)C4C=CC3(O4)C2C(=O)NC2CCCCC2)CC1 (stereo not given) | -5 | -3 | 8 | -3 | -1 | -2 | 7 |
| COc1ccc(S(=O)(=O)NCc2cccnc2)c(Cl)c1Cl | 2 | / | -2 | / | 1 | 2 | 1 |
| CC1(C(=O)NS(=O)(=O)C2CC2)CCN(C(=O)c2cccc(Cl)c2)C1 (stereo not given) | -6 | / | / | -2 | -12 | -1 | 7 |
| C[C@@H]1CN([C@H](C)CO)C(=O)c2cc(NS(=O)(=O)c3cccs3)ccc2O[C@H]1CN(C)C(=O)Nc1ccccc1 | 18 | -1 | -3 | 0 | -11 | 2 | -3 |
| Cc1ccc(-n2nc3c(c2NC(=O)c2ccc(F)c(F)c2)CS(=O)(=O)C3)cc1 | -1 | 0 | 9 | -4 | 5 | 1 | / |
| COc1ccc2c3c([nH]c2c1)[C@@H](CO)N(C(=O)c1ccncc1)CC31CN(C(=O)C2CCC2)C1 | 14 | / | -17 | 1 | -23 | 1 | -4 |
| O=C(NCC1CCCO1)c1cc(S(=O)(=O)N2CCOCC2)ccc1Cl (stereo not given) | -5 | -5 | -5 | -12 | -5 | -1 | 10 |
| C[C@@H]1CN([C@@H](C)CO)S(=O)(=O)c2ccc(C3=CCCCC3)cc2O[C@@H]1CN(C)C(=O)C1CC1 | -2 | -3 | / | 5 | 15 | -4 | 8 |
| CCOC(=O)c1ccc(Nc2nc(C)cc(C)n2)cc1 | -1 | 6 | -36 | 1 | -19 | -3 | -59 |
| COc1ccc(C2C(C#N)=C(N)Oc3cc(N)ccc32)cc1 (stereo not given) | 1 | -3 | -100 | 2 | / | 2 | -1 |
| CCC(=O)Nc1ccc2c(c1)OC[C@@H](C)N(Cc1cncnc1)C[C@@H](C)[C@@H](OC)CN(C)C2=O | 5 | -11 | / | -9 | -12 | -2 | -6 |
| CCc1nc2ccc(C(=O)NCc3ccc4c(c3)OCO4)cn2c1N(CC)CCOC | -7 | / | -1 | 0 | -6 | 0 | -2 |
| O=C(c1ccccc1)N1C[C@H]2[C@@H](c3ccccc31)[C@@H](CO)N2C(=O)c1cccc(F)c1 | -11 | / | 16 | 8 | -8 | 1 | 1 |
| COc1ccc(C2C(C#N)=C(N)OC3=C2C(=O)CC(C)(C)C3)cc1Cn1cc([N+](=O)[O-])cn1 (stereo not given) | -2 | / | 10 | 0 | -18 | 0 | 14 |
| O=C(C1CC1)N1CC(=O)N2[C@H](CO)[C@@H](c3ccc(C#Cc4cccc(F)c4)cc3)[C@H]2C1 | -2 | / | -7 | -3 | 4 | -1 | 5 |
| O=C(O)CCCN1C(=O)C2C3CCC(C3)C2C1=O (stereo not given) | -4 | / | 5 | 1 | -13 | 2 | -1 |
| COCC(=O)Nc1ccc2c(c1)OC[C@H](C)N(CC1CCCCC1)C[C@H](C)[C@H](OC)CN(C)C2=O | -1 | -3 | 13 | 0 | 10 | -13 | 5 |
| COc1ccc(S(=O)(=O)Nc2ccc3c(c2)C(=O)N([C@@H](C)CO)C[C@@H](C)[C@@H](CN(C)Cc2ccc(C(=O)O)cc2)OCCCC[C@@H](C)O3)cc1 | 2 | 1 | -51 | 1 | 2 | -1 | -13 |
| CCOP(=O)(c1ccccc1)C(O)c1ccccc1 (stereo not given) | / | 3 | -11 | / | 4 | / | / |
| FC(F)(F)c1cnc(-c2cnc(-c3cccnc3)nc2)c(Cl)c1 | -3 | 6 | -106 | 2 | 9 | -3 | -87 |

Given as labelled records: entries from further up.
> COc1ccc(C2C(C#N)=C(N)Oc3cc(N)ccc32)cc1 (stereo not given)
- DENV2 CPE rescue = 1
- ARNT TACC3 PPI = -3
- PAX8 inh HTS = -100
- SIRT5 block = 2
- LGR2 inh = /
- Casp6 inh = 2
- EWS-Fli inh = -1
> CCC(=O)Nc1ccc2c(c1)OC[C@@H](C)N(Cc1cncnc1)C[C@@H](C)[C@@H](OC)CN(C)C2=O
- DENV2 CPE rescue = 5
- ARNT TACC3 PPI = -11
- PAX8 inh HTS = /
- SIRT5 block = -9
- LGR2 inh = -12
- Casp6 inh = -2
- EWS-Fli inh = -6
> CCc1nc2ccc(C(=O)NCc3ccc4c(c3)OCO4)cn2c1N(CC)CCOC
- DENV2 CPE rescue = -7
- ARNT TACC3 PPI = /
- PAX8 inh HTS = -1
- SIRT5 block = 0
- LGR2 inh = -6
- Casp6 inh = 0
- EWS-Fli inh = -2
> O=C(c1ccccc1)N1C[C@H]2[C@@H](c3ccccc31)[C@@H](CO)N2C(=O)c1cccc(F)c1
- DENV2 CPE rescue = -11
- ARNT TACC3 PPI = /
- PAX8 inh HTS = 16
- SIRT5 block = 8
- LGR2 inh = -8
- Casp6 inh = 1
- EWS-Fli inh = 1

Not a hit list (roughly 4.9% active in at least one column).
